M4 ag = agonists of human muscarinic M4 receptor (CHRM4); P08173; CHO-K1 hM4/Gqi5, Fluo-8 calcium fluorescence; vehicle 0%, full acetylcholine response 100%; activation, % at 3 µM; 0.14% of 360,000 active;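 active = activation above the run mean over all test wells plus 3 SD, cut at about 32% in these data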;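 note: peak over basal fluorescence ratio per well then scaled between controls; 0% = DMSO wells and 100% = acetylcholine at EC100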
Target sequence (P08173 whole entry, looked up): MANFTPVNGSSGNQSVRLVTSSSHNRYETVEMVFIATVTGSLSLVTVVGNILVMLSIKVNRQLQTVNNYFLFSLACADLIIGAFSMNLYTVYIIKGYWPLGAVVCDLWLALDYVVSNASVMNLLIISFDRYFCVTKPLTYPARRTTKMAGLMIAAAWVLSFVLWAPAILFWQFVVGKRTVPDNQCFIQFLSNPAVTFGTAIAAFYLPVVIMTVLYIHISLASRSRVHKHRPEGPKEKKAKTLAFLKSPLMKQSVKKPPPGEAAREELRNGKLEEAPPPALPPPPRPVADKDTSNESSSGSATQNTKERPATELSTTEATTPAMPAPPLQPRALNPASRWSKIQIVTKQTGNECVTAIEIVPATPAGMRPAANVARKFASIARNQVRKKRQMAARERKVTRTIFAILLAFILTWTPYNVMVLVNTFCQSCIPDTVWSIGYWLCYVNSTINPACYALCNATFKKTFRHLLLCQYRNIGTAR
M5 PAM = potentiates acetylcholine response at human M5 receptor. P08912. CHO-K1 hM5, Fluo-8 calcium, ACh EC20 PAM; 0% = ACh EC20, 100% = ACh EC100. activation, % at 3 µM. 0.3% of 360,000 active. AID 624038;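 active = activation above the run cutoff, the mean activation of all test compounds plus 3 SD, cut at about 18% in these data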
Target sequence (P08912 whole entry, looked up): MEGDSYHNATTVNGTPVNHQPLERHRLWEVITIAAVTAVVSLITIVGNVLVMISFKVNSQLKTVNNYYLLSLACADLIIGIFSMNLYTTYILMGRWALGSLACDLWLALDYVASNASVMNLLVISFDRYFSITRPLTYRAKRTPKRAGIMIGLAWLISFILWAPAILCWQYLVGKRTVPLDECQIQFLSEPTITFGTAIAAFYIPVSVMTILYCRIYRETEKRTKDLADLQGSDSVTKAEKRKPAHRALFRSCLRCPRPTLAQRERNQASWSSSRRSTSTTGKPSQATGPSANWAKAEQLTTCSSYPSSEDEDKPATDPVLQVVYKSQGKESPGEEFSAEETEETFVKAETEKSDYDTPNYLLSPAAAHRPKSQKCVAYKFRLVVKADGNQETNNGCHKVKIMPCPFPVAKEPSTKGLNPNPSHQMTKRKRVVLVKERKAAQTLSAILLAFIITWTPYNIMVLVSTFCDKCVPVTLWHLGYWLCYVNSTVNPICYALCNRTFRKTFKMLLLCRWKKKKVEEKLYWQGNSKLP
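Probe or stimulus: acetylcholine, EC20 level; Assay system: human M5 receptor in CHO-K1 cells; Schedule: compound preincubation 140 s before EC20 acetylcholine addition; Technique: intracellular calcium via Fluo-8 fluorescence; Dosing: single-point, 3 µM nominal; Read-out basis: percent activation from peak-over-basal fluorescence ratio, scaled EC20-to-EC100 acetylcholine; Repeats: one well per compound, no replicates.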
CHO-K1 Ca PAM = counter-screen for M1 PAMs: effect in parental CHO-K1 cells. ATP EC20, Fluo-8 calcium fluorescence; 0% at ATP EC20, 100% at ATP max. activation, % at 3 µM. 0.02% of 360,000 active. AID 602247;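 active = activation above the run cutoff, the mean activation of all test compounds plus 3 SD, cut at about 40% in these data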;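 note: peak over basal fluorescence ratio in a 140 s read after ATP addition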
CHRM4 PAM = positive allosteric modulators of human muscarinic M4 receptor | 0.4% of 360,000 active | activation, % at 3 µM | CHO-K1 hM4/Gqi5, Fluo-8 calcium fluorescence, ACh EC20; 0% = ACh EC20, 100% = maximal ACh;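 active = activation above its plate's cutoff, the mean activation of sample wells plus 3 SD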; note: some results filed as inactive read as strong as hits
M5 ag = agonists of human muscarinic M5 receptor (CHRM5) | CHO-K1 hM5 cells, Fluo-8 calcium fluorescence; 0% DMSO wells, 100% maximal acetylcholine response | activation, % at 3 µM | 0.19% of 360,000 active;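 active = activation above the run's mean over test compounds plus 3 SD, cut at about 23% in these data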;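 note: signal is peak over basal fluorescence ratio across the kinetic read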
M4 antag = CHRM4 antagonism in calcium assay. CHO-hM4 cells, ACh EC80, Fluo-8 calcium fluorescence. P08173. 0.73% of 360,000 active. AID 624125. inhibition, % at 3 µM;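 active = inhibition above its plate's cutoff, the mean inhibition of sample wells plus 3 SD, cut at about 27% in these data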;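 note: 0% = acetylcholine EC80 with DMSO and 100% = DMSO without agonist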
M5 antag = blocks acetylcholine activation of human M5 receptor; P08912; CHO-hM5 cells, Fluo-8 calcium fluorescence, ACh EC80; inhibition, % at 3 µM; 0.59% of 360,000 active; AID 624040;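 active = inhibition above a per-plate cutoff, the mean of that plate's test compounds plus 3 SD, cut at about 27% in these data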;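 note: 0% = acetylcholine EC80 with DMSO and 100% = DMSO without agonist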
CHO-K1 Ca antag = nonselective inhibitor or artifact in parental CHO-K1 cells | ATP-induced calcium, Fluo-8 fluorescence | inhibition, % at 3 µM | 0.6% of 360,000 active | AID 602250;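 active = inhibition above a per-plate cutoff, the plate's mean sample inhibition plus 3 SD, cut at about 24% in these data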;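 note: 0% = DMSO plus EC80 ATP and 100% = DMSO alone without ATP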
CHO-K1 Ca ag = nonselective activator or artifact in parental CHO-K1 cells | 0.48% of 360,000 active | activation, % at 3 µM | Fluo-8 calcium fluorescence; scaled to maximal ATP response, vehicle zero; in the data active = activation above about 15%;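 note: untransfected CHO-K1 host cells lacking M1 receptor as counterscreen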
Numbers without * were called inactive. Rows are unselected; 2.7% or so of the library scored in one or more.

For Cc1cc(=O)oc2cc(OCC#N)ccc12 the results were M4 ag 1, M5 PAM -2, CHO-K1 Ca PAM 21, CHRM4 PAM 6, M5 ag 2, M4 antag -1, M5 antag -6, CHO-K1 Ca antag -12 and CHO-K1 Ca ag 3.6.
`O=C(Nc1ccccc1)c1cc(C2CCCCN2C(=O)OCCF)on1` (configuration not stated) gave M4 ag 2, M5 PAM 1, CHO-K1 Ca PAM 17, CHRM4 PAM -3, M5 ag 0, M4 antag -18, M5 antag -2, CHO-K1 Ca antag -1 and CHO-K1 Ca ag 2.7.
`S=C1Cc2ccccc2C(c2ccc(Cl)cc2)N1` (configuration not stated) gave M4 ag 2, M5 PAM -4, CHO-K1 Ca PAM 16, CHRM4 PAM -3, M5 ag -6, M4 antag -2, M5 antag 1, CHO-K1 Ca antag -10 and CHO-K1 Ca ag 6.8.
Screening O=c1c(Cl)c(NC2CC2)cnn1-c1ccccc1 returned M4 ag 18, M5 PAM -13, CHO-K1 Ca PAM 14, CHRM4 PAM -10, M5 ag -2, M4 antag -6, M5 antag 18, CHO-K1 Ca antag -9 and CHO-K1 Ca ag 4.8.
`Cc1ccc(P(=Nc2ccccc2)(N2CCOCC2)N2CCOCC2)o1` gave M4 ag 0, M5 PAM -1, CHO-K1 Ca PAM 23, CHRM4 PAM 5, M5 ag 1, M4 antag 5, M5 antag 10, CHO-K1 Ca antag -15 and CHO-K1 Ca ag 0.0.
`c1csc(CCNc2ncnc3sc4c(c23)CCC4)c1` gave M4 ag 14, M5 PAM -20, CHO-K1 Ca PAM -12, CHRM4 PAM -4, M5 ag 5, M4 antag 11, M5 antag 32*, CHO-K1 Ca antag 18 and CHO-K1 Ca ag 7.2.
`O=C(COC(=O)/C=C/c1cccc(C(F)(F)F)c1)NCc1ccc(F)cc1` gave M4 ag 1, M5 PAM 0, CHO-K1 Ca PAM 9, CHRM4 PAM -3, M5 ag 0, M4 antag -2, M5 antag 0, CHO-K1 Ca antag -8 and CHO-K1 Ca ag 0.2.
Cc1ccccc1NC(=O)Cc1nnc(SCC(=O)N2CCN(c3ccccc3)CC2)n1C was read as M4 ag 1, M5 PAM 4, CHO-K1 Ca PAM 25, CHRM4 PAM 9, M5 ag -2, M4 antag 11, M5 antag -4, CHO-K1 Ca antag -6 and CHO-K1 Ca ag 0.6.
CS(=O)(=O)NCc1ccc(C(=O)NCc2ccccc2)cc1 was read as M4 ag 1, M5 PAM 3, CHO-K1 Ca PAM 17, CHRM4 PAM 9, M5 ag 0, M4 antag -10, M5 antag -4, CHO-K1 Ca antag -13 and CHO-K1 Ca ag 1.4.
Screening Cc1cc(C)n(CC(=O)N/N=C/c2cc(Br)cc([N+](=O)[O-])c2O)n1 returned M4 ag 0, M5 PAM -3, CHO-K1 Ca PAM 1, CHRM4 PAM 13, M5 ag -4, M4 antag -3, M5 antag 0, CHO-K1 Ca antag 4 and CHO-K1 Ca ag -0.1.
For CC(C)C(=O)Nc1c2c(nn1-c1ccc(F)cc1)CS(=O)(=O)C2 the results were M4 ag 0, M5 PAM -1, CHO-K1 Ca PAM -1, CHRM4 PAM 1, M5 ag 0, M4 antag -7, M5 antag 6, CHO-K1 Ca antag -6 and CHO-K1 Ca ag 0.2.
O=C(Cn1c(=O)oc2cc(S(=O)(=O)N3CCCC3)ccc21)N1CCCC1 was read as M4 ag 2, M5 PAM -2, CHO-K1 Ca PAM 8, CHRM4 PAM 0, M5 ag 0, M4 antag 3, M5 antag -1, CHO-K1 Ca antag 3 and CHO-K1 Ca ag -0.1.
For O=C(Nc1cccnc1)c1ccc(S(=O)(=O)N2CCCCCC2)cc1 the results were M4 ag 3, M5 PAM 0, CHO-K1 Ca PAM -3, CHRM4 PAM -5, M5 ag 1, M4 antag -9, M5 antag 6, CHO-K1 Ca antag 5 and CHO-K1 Ca ag 0.2.
For CN(C)/C=C/c1onc(-c2ccccc2Cl)c1C#N the results were M4 ag 2, M5 PAM -7, CHO-K1 Ca PAM 17, CHRM4 PAM -1, M5 ag -1, M4 antag 0, M5 antag -2, CHO-K1 Ca antag -3 and CHO-K1 Ca ag 1.1.
`CN(Cc1ccccc1)C(=O)c1ccc(Nc2nc(C(N)COCc3ccccc3)cs2)nc1` (configuration not stated) gave M4 ag 11, M5 PAM 1, CHO-K1 Ca PAM 10, CHRM4 PAM -2, M5 ag 3, M4 antag 9, M5 antag 6, CHO-K1 Ca antag -4 and CHO-K1 Ca ag 1.4.

Among those listed so far, 2 contain a cyano group:
For Cc1cc(=O)oc2cc(OCC#N)ccc12 the results were M4 ag 1, M5 PAM -2, CHO-K1 Ca PAM 21, CHRM4 PAM 6, M5 ag 2, M4 antag -1, M5 antag -6, CHO-K1 Ca antag -12 and CHO-K1 Ca ag 3.6.
For CN(C)/C=C/c1onc(-c2ccccc2Cl)c1C#N the results were M4 ag 2, M5 PAM -7, CHO-K1 Ca PAM 17, CHRM4 PAM -1, M5 ag -1, M4 antag 0, M5 antag -2, CHO-K1 Ca antag -3 and CHO-K1 Ca ag 1.1.

(listing goes on)
COc1ccc(C(=O)CSc2nnc3ccc(-c4ccccn4)nn23)cc1 was read as M4 ag 0, M5 PAM -6, CHO-K1 Ca PAM 1, CHRM4 PAM -21, M5 ag -1, M4 antag -1, M5 antag 17, CHO-K1 Ca antag -6 and CHO-K1 Ca ag 0.4.
O=C(NNc1nc(N2CCCC2)nc(N2CCCC2)n1)c1ccccc1 was read as M4 ag 2, M5 PAM 6, CHO-K1 Ca PAM 16, CHRM4 PAM 11, M5 ag -3, M4 antag -8, M5 antag 4, CHO-K1 Ca antag -8 and CHO-K1 Ca ag 2.0.
`COc1ccc(Nc2ccc(N3C(=O)CCC3=O)cc2[N+](=O)[O-])cn1` gave M4 ag 1, M5 PAM 10, CHO-K1 Ca PAM 11, CHRM4 PAM 15, M5 ag -3, M4 antag 6, M5 antag -1, CHO-K1 Ca antag -13 and CHO-K1 Ca ag 1.2.
For COc1ccc(NC(=O)Cc2nnc(N)s2)cc1 the results were M4 ag 1, M5 PAM 4, CHO-K1 Ca PAM 14, CHRM4 PAM -2, M5 ag -2, M4 antag 3, M5 antag 5, CHO-K1 Ca antag -9 and CHO-K1 Ca ag 0.7.
Screening COc1cccc(C(=O)Nc2nnc(S(=O)(=O)N(C)Cc3ccc(F)cc3)s2)c1 returned M4 ag 13, M5 PAM -13, CHO-K1 Ca PAM -14, CHRM4 PAM -8, M5 ag 4, M4 antag 9, M5 antag 26, CHO-K1 Ca antag 0 and CHO-K1 Ca ag 9.7.
`Cc1[nH]c(=O)[nH]c(=O)c1S(=O)(=O)N1CCCC(C(=O)NCCc2ccccc2)C1` (configuration not stated) gave M4 ag 0, M5 PAM -4, CHO-K1 Ca PAM 21, CHRM4 PAM 8, M5 ag -1, M4 antag 5, M5 antag 3, CHO-K1 Ca antag -17 and CHO-K1 Ca ag 0.1.
COc1ccc(/C=N/NC(=O)c2ccc(Br)cc2)c(OC)c1 was read as M4 ag 1, M5 PAM 0, CHO-K1 Ca PAM 16, CHRM4 PAM 12, M5 ag -5, M4 antag -12, M5 antag -7, CHO-K1 Ca antag 2 and CHO-K1 Ca ag 0.3.
CC(=O)Nc1ccc(NC(=O)C(C)n2c3ccccc3c3nc(=O)cc(C)n32)cc1 (configuration not stated) was read as M4 ag 1, M5 PAM 2, CHO-K1 Ca PAM -6, CHRM4 PAM -2, M5 ag -2, M4 antag -5, M5 antag 9, CHO-K1 Ca antag -6 and CHO-K1 Ca ag 0.6.
`O=C(CN1C(=O)CC(c2ccccc2)=Nc2ccccc21)NC1CCCCC1` gave M4 ag 1, M5 PAM -1, CHO-K1 Ca PAM 9, CHRM4 PAM 0, M5 ag -8, M4 antag -1, M5 antag -7, CHO-K1 Ca antag 13 and CHO-K1 Ca ag -0.3.
N#Cc1ccc(C(=O)OCCc2cc3ccccc3c(=O)o2)cc1 was read as M4 ag 2, M5 PAM -9, CHO-K1 Ca PAM 5, CHRM4 PAM 3, M5 ag 1, M4 antag -1, M5 antag 14, CHO-K1 Ca antag -11 and CHO-K1 Ca ag 1.1.
For O=C(/C=C/Nc1ccc(S(=O)(=O)Nc2ncccn2)cc1)c1cccs1 the results were M4 ag 2, M5 PAM 7, CHO-K1 Ca PAM 22, CHRM4 PAM 27, M5 ag -5, M4 antag -9, M5 antag 3, CHO-K1 Ca antag -18 and CHO-K1 Ca ag 1.0.
`CCS(=O)(=O)c1ccc2c(c1)N(S(=O)(=O)c1ccccc1)CC(C(=O)O)O2` (configuration not stated) gave M4 ag 1, M5 PAM 9, CHO-K1 Ca PAM 17, CHRM4 PAM 7, M5 ag -4, M4 antag 1, M5 antag 3, CHO-K1 Ca antag -13 and CHO-K1 Ca ag 0.4.
Cc1ccccc1OCCC(=O)OCC(=O)NNC(=O)c1cccs1 was read as M4 ag 1, M5 PAM -3, CHO-K1 Ca PAM 13, CHRM4 PAM 19, M5 ag -1, M4 antag -8, M5 antag 15, CHO-K1 Ca antag -15 and CHO-K1 Ca ag 0.7.
`CCOC(=O)c1c(NC(=O)/C=C/C(=O)O)sc(C)c1-c1ccc(Cl)cc1` gave M4 ag -1, M5 PAM 2, CHO-K1 Ca PAM 24, CHRM4 PAM 4, M5 ag -9, M4 antag -1, M5 antag -2, CHO-K1 Ca antag -13 and CHO-K1 Ca ag 0.5.
Screening c1coc(CSc2ncnc3c2oc2ccccc23)c1 returned M4 ag 18, M5 PAM -15, CHO-K1 Ca PAM -25, CHRM4 PAM -8, M5 ag 2, M4 antag 18, M5 antag 11, CHO-K1 Ca antag 10 and CHO-K1 Ca ag 4.6.
Screening COc1ccc(CNC(=O)c2cc(C)nn2-c2ccccc2)cc1 returned M4 ag 2, M5 PAM -1, CHO-K1 Ca PAM 19, CHRM4 PAM 4, M5 ag 0, M4 antag 1, M5 antag 8, CHO-K1 Ca antag -11 and CHO-K1 Ca ag 0.6.
Cc1ccc(C(=O)Nc2nc(-c3ccccn3)cs2)cc1S(=O)(=O)N1CCOCC1 was read as M4 ag 19, M5 PAM -10, CHO-K1 Ca PAM 0, CHRM4 PAM -6, M5 ag 2, M4 antag -8, M5 antag 19, CHO-K1 Ca antag -10 and CHO-K1 Ca ag 7.8.
For O=C(NNc1ncc(C(F)(F)F)cc1Cl)c1c(Cl)cccc1Cl the results were M4 ag -1, M5 PAM 4, CHO-K1 Ca PAM -6, CHRM4 PAM 2, M5 ag -4, M4 antag 7, M5 antag -6, CHO-K1 Ca antag 6 and CHO-K1 Ca ag 0.3.
CS(=O)(=O)c1ccc(Nc2nc(C(N)c3ccccc3)cs2)cc1 (configuration not stated) was read as M4 ag 2, M5 PAM 2, CHO-K1 Ca PAM 8, CHRM4 PAM 1, M5 ag 2, M4 antag 3, M5 antag 3, CHO-K1 Ca antag 0 and CHO-K1 Ca ag 0.8.
Screening S=C(c1ccc(-c2cc(Cl)ccc2Cl)o1)N1CCOCC1 returned M4 ag -3, M5 PAM -5, CHO-K1 Ca PAM 10, CHRM4 PAM 1, M5 ag -2, M4 antag 1, M5 antag -4, CHO-K1 Ca antag 10 and CHO-K1 Ca ag 5.7.
COc1ccc(CCNC(=O)NC2CCCCC2)cc1OC was read as M4 ag 0, M5 PAM -3, CHO-K1 Ca PAM 13, CHRM4 PAM -2, M5 ag 0, M4 antag 18, M5 antag 12, CHO-K1 Ca antag 9 and CHO-K1 Ca ag -0.5.

Source: PubChem BioAssay
